ROC1-CUL1 inh = inhibitors of human ROC1-CUL1 ubiquitin ligase activity; E3 ubiquitin-protein ligase RBX1 (Homo sapiens) + Cullin-1 (Homo sapiens), P62877+Q13616; in vitro K48 di-Ub FRET, acceptor:donor ratio, 45 min; inhibition, % at 10 µM; 0.6% of 140,000 active; AID 1347404, 2020; in the data active means inhibition above about 25%
Target sequence (P62877 whole entry, looked up): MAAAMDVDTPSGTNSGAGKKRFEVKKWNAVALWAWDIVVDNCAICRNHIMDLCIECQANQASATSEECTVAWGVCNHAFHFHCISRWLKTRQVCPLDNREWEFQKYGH
Target sequence (Q13616 whole entry, looked up): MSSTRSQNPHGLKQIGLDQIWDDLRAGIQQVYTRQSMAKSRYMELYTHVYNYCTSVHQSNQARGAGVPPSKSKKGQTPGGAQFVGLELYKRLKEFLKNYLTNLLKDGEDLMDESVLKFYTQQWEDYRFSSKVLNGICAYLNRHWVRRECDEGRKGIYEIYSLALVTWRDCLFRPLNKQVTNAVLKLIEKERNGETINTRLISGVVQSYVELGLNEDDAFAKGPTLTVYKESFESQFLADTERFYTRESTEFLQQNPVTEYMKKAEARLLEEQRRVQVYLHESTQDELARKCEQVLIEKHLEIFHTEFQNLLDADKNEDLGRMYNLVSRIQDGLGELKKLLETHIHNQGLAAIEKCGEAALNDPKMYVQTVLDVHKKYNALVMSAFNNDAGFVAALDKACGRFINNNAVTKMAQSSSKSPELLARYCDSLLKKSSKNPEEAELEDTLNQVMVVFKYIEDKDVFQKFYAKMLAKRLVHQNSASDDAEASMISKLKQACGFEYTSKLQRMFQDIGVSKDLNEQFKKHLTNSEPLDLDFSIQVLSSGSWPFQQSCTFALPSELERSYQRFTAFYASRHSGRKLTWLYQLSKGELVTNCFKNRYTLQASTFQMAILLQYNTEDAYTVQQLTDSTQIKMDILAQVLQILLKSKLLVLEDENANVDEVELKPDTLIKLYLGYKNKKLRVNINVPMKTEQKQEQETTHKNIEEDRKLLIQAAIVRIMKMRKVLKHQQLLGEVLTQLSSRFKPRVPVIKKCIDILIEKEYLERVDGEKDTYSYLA
Numbers without * were called inactive.

Compound | ROC1-CUL1 inh
C=CCn1c(SCC(=O)Nc2cccc(OC)c2)nc2sc(-c3ccccc3)cc2c1=O | 3
O=C1c2ccccc2N(Cc2ccccc2F)C2=NCCN12 | 3
O=C1O[C@@H]2CN(Cc3cnc(N4CCCC4)s3)C[C@@H]2N1C1CCCC1 | 1
CC(C)CN1CCC(CNC(=O)c2ccc(NC3CCN(C)CC3)nc2)C1 (stereo not given) | -2
Cc1nc2nc(N)nc(OCc3ccccc3)c2nc1C | 3
CC(=O)C1=NN(c2ccc(C)c(C)c2)C(c2cc(Cl)ccc2OCc2ccc(F)cc2)N1Cc1ccccc1 (stereo not given) | 0
Cc1nc(-c2ccc(S(=O)(=O)Nc3ccc(OC(F)(F)F)cc3)cc2)co1 | -2
CCc1ccc(NC(=O)CN(Cc2ccccc2)S(=O)(=O)c2ccc3nc(C)sc3c2)cc1 | 1
CC1=NC(=O)NC(c2cccc(Cl)c2)C1C(=O)Nc1cccc(C)c1C (stereo not given) | 4
COc1cccc(CCNC2CCN(c3ccc(NC(=O)Cc4cccc(F)c4)cc3)CC2)c1 | -3
Cc1cc(C)cc(OCC(=O)NC(Cc2c[nH]c3ccccc23)C(=O)O)c1 (stereo not given) | 1
O=C(Nc1nc(-c2ccccc2)ns1)c1ccccc1 | 1
CCN(Cc1ccccc1)C(=O)C1CCN(c2ncnc3c2nc2n3CCCCC2)CC1 | -2
CCn1nc(C)c2c(-c3ccccc3)cc(=O)n(C(C)C(=O)NCCc3ccc(OC)c(OC)c3)c21 (stereo not given) | 0
c1ccc(C(c2ccccc2)N2CCN(c3nc(N4CCCCCC4)nc4c3cnn4-c3ccccc3)CC2)cc1 | 6
COc1cccc(CNC(=O)CCC2CCCN(S(=O)(=O)c3ccc(F)cc3)C2)c1 (stereo not given) | 3
Cc1ccc(S(=O)(=O)CCC(=O)Nc2ccc(OC(F)(F)F)cc2)cc1 | 13
O=C(Oc1ccc2cc(Br)ccc2c1)c1ccccc1F | 6
O=C1CCCC2=Nc3ncnc(Cl)c3OC12 (stereo not given) | 8
O=C(CC1SCCNC1=O)Nc1ccc(Cl)c(C(F)(F)F)c1 (stereo not given) | -4

The list goes on, starting with the last 7 of the part before.
Compound | ROC1-CUL1 inh
CCn1nc(C)c2c(-c3ccccc3)cc(=O)n(C(C)C(=O)NCCc3ccc(OC)c(OC)c3)c21 (stereo not given) | 0
c1ccc(C(c2ccccc2)N2CCN(c3nc(N4CCCCCC4)nc4c3cnn4-c3ccccc3)CC2)cc1 | 6
COc1cccc(CNC(=O)CCC2CCCN(S(=O)(=O)c3ccc(F)cc3)C2)c1 (stereo not given) | 3
Cc1ccc(S(=O)(=O)CCC(=O)Nc2ccc(OC(F)(F)F)cc2)cc1 | 13
O=C(Oc1ccc2cc(Br)ccc2c1)c1ccccc1F | 6
O=C1CCCC2=Nc3ncnc(Cl)c3OC12 (stereo not given) | 8
O=C(CC1SCCNC1=O)Nc1ccc(Cl)c(C(F)(F)F)c1 (stereo not given) | -4
COc1cc(OC)c(OC)cc1CN1CC[C@@H](N2CCN(C)CC2)[C@H](O)C1 | -2
Cc1[nH]c2ccc(F)cc2c(=O)c1CN1CCN(c2ccccc2)CC1 | 2
COc1ccc(/C=C/C(=O)NCc2cnn(C)c2)cc1COc1ccc(Cl)cc1Br | -1
O=C(Nc1ccn(Cc2ccccc2)n1)c1cc2nc(-c3ccc(Cl)s3)cc(C(F)(F)F)n2n1 | -7
COc1ccc(C(=O)COC(=O)c2cccc(S(=O)(=O)N3CCCCC3)c2)cc1OC | 0
CSc1cccc(CNC(=O)c2ccc3oc(C(C)C)nc3c2)c1 | -1
CCOC(=O)N1CCN(Cc2ccc3c(c2)CN(C(=O)Cn2ccc(C)n2)CCO3)CC1 | -8
C=CCOC(=O)C1=C(C)N=C2SCCC(=O)N2C1c1ccc(OC(=O)c2ccco2)cc1 (stereo not given) | -5
CCc1ccccc1NS(=O)(=O)c1cc(Br)cc2c1N(C(=O)C1CC1)CC2 | 1
CCC1(C)Cc2ccccc2-c2nc3n(c(=O)c21)CC(C(=O)O)S3 (stereo not given) | 10
CCOC(=O)C1=C(C)N=c2s/c(=C\c3c[nH]c4ccccc34)c(=O)n2C1c1ccc(OC)cc1 (stereo not given) | -2
CN(C(=O)c1ccc(OC2CCN(Cc3ccccn3)CC2)cc1)C1CCOCC1 | 5
COCCCNC(=O)c1cn(CC(C)C)c(=O)c2c1c1ccccc1n2C | -6
CCOc1ccc(C2C(C(=O)c3ccc(C)o3)C(=O)C(=O)N2CCCN(CC)CC)cc1 (stereo not given) | -2
COc1ccc(C)cc1NC(=O)C1CCCN(S(=O)(=O)c2ccc3c(c2)CCCN3C(C)=O)C1 (stereo not given) | -7
Cc1cccc(C)c1C(=O)N1CCC(N2CCCC(C(=O)NC3CC3)C2)CC1 (stereo not given) | -9
CSc1ccccc1C(=O)N1CCOc2ccc(CN3CCN(c4ccccc4)CC3)cc2C1 | -1
O=C(Nc1cccc(O)c1)c1cnn2c(C(F)(F)F)cc(-c3ccc(Br)cc3)nc12 | 4
CC1(NC(=O)NCc2ccccc2)CCS(=O)(=O)C1 (stereo not given) | 4
COc1ccc(NC(=O)CCn2c(-c3ccc(F)cc3)cc(C(C)=O)c2C)c(OC)c1 | 7

Five of the entries above in order of their number in ROC1-CUL1 inh, ascending.
Compound | ROC1-CUL1 inh
Cc1cccc(C)c1C(=O)N1CCC(N2CCCC(C(=O)NC3CC3)C2)CC1 (stereo not given) | -9
O=C(Nc1ccn(Cc2ccccc2)n1)c1cc2nc(-c3ccc(Cl)s3)cc(C(F)(F)F)n2n1 | -7
COc1ccc(/C=C/C(=O)NCc2cnn(C)c2)cc1COc1ccc(Cl)cc1Br | -1
CC1(NC(=O)NCc2ccccc2)CCS(=O)(=O)C1 (stereo not given) | 4
CCC1(C)Cc2ccccc2-c2nc3n(c(=O)c21)CC(C(=O)O)S3 (stereo not given) | 10

Additional compounds.
Compound | ROC1-CUL1 inh
COc1cc(Nc2ncc3c(n2)CCN(Cc2cc(Br)cs2)C3)cc(OC)c1 | -14
N#CC1C(=N)Oc2c(c(=O)[nH]c3ccccc23)C1c1ccc(Br)cc1 (stereo not given) | 8
O=C(Nc1cccc(C(=O)O)c1)C(Cc1ccc2c(c1)OCO2)=NC(=O)c1ccco1 | 5
O=C(CN(c1ccc(Cl)c(C(F)(F)F)c1)S(=O)(=O)c1ccccc1)NCc1cccnc1 | -4
CC(COc1ccc(Oc2ccccc2)cc1)Oc1ccc(C(F)(F)F)cn1 (stereo not given) | 8
COC(=O)c1c(S(=O)(=O)NCc2ccccc2)sc2c1CCN(C(=O)c1ccccc1)C2 | 2
CC(=O)Nc1c(Br)cc(C)cc1C(=O)O | -1
COCCCN1C(=O)CC(CC(=O)N2CCCCC2c2cccnc2)(c2ccccc2OC)C1=O (stereo not given) | 1
COc1cc(C(=O)N2CCC(c3nc4ccccc4s3)CC2)cc(OC)c1OC | 7
Cc1ccccc1OCC(=O)Nc1ccc(OCc2cc(=O)n3ccsc3n2)cc1 | 4
O=C(NC1CC1)C1CCCN(C2CCN(C(=O)CC3CCCC3)CC2)C1 (stereo not given) | 0
COc1cc(S(=O)(=O)NCc2cccs2)ccc1F | 3
Cc1cc(C)cc(OCC(=O)Nc2ccc(-c3nc4ncccc4o3)cc2C)c1 | -14
COc1ccc(C(=O)Nc2ccc3nc(SCC(=O)N4CCc5ccccc54)sc3c2)cc1 | -7
CCS(=O)(=O)c1ncc(CN2CCN(c3ccc(OC)cc3)CC2C)n1CCOC (stereo not given) | 6
CC(C)OC(=O)c1cccc(NC(=O)Cn2nnc3sc4c(c3c2=O)CCCC4)c1 | 5
CCOC(=O)N1CCc2c(sc(NCc3cccs3)c2C(=O)Nc2cc(Cl)ccc2OC)C1 | 0
Cc1ccc2nc(/C(C#N)=C/c3ccccc3F)[nH]c2c1 | 11
Cc1ccccc1CCC1CCCN(C(=O)Cn2cccn2)C1 (stereo not given) | 6
COc1ccc(CNC(=O)CCc2ccccc2)cc1 | 9
Cc1nc(NC(=O)N2CCC(C(=O)NCc3ccco3)CC2)n[nH]1 | -4
Cc1ccc(OC(=O)CSc2nnc(-c3cccs3)o2)c(C)c1 | 4
COC(=O)c1sc2ccccc2c1S(=O)(=O)N1CCN(c2ccc(C(C)=O)cc2)CC1 | -5
COc1ccc(-c2cnnc(NCC3CCCCO3)n2)cc1 (stereo not given) | -2
CCOc1cc(/C=N/NC(=O)c2c(-c3ccccc3)noc2C)ccc1OC(=O)c1ccc(F)cc1 | 3
Cc1sc2nc(-c3ccncc3)[nH]c(=O)c2c1C | -2
COc1ccccc1NC(=O)c1ccc2c(c1)C(=O)N(Cc1ccco1)C2=O | -5
C=CCN1N=C(C)C(C)n2c1nc1c2c(=O)n(CC)c(=O)n1C (stereo not given) | 11
CCOc1cccc(/C=C2\SC(=Nc3cccc(C)c3)N(c3cccc(C)c3)C2=O)c1O | 0
CC(C)Nc1nc(Nc2nc3ccccc3[nH]2)nc(NC(C)C)n1 | -8
Cc1nc2ccc(S(=O)(=O)NCC(=O)Nc3ccc(F)cc3F)cc2s1 | -7
CCN(CC)S(=O)(=O)c1ccc(NC(=O)c2ccccc2Oc2ccccc2)cc1 | 4
O=C(CSc1n[nH]c(Cc2ccccc2)n1)Nc1cccc([N+](=O)[O-])c1 | 8
COc1ccc2cc(C(=O)NCCO)sc(=O)c2c1OC | 2
Cc1ccccc1CN1C(=O)c2ccccc2Sc2ccc(C(=O)N3CCCC3)cc21 | -1
Cc1cc2sc(C(=O)O)cc2s1 | 7
CCOC(=O)C1C(C)=NC(=S)NC1c1ccc(OCc2ccc(Cl)cc2Cl)c(OC)c1 (stereo not given) | 15
C=CCNS(=O)(=O)Cc1cccc(Cl)c1 | -1
CCOC(=O)c1cnc2c(C(F)(F)F)cccc2c1Nc1ccc(NC(C)=O)cc1 | 0
c1ccc(C2=NO[C@H](c3ccccc3)[C@H]2c2ccccc2)cc1 | -1

(cont.)
smiles	ROC1-CUL1 inh
CC(C)c1ccc(-c2noc(SCC(=O)N3CCN(c4ccccc4F)CC3)n2)cc1	-3
CCOc1cc(CN(C)CC2CCCN(CCc3ccc(OC)cc3)C2)ccc1O (stereo not given)	-4
Cc1cc(NC(=O)c2cccc(I)c2)no1	0
COC(=O)c1ccc(/C=C2/SC(=O)N(CNc3cc(Cl)ccc3OC)C2=O)cc1	1
COc1ccc(N2CCN(C(=O)CC(C)(C)C)CC2)cc1	4
O=C(c1ccccc1)C1C(=O)c2ccccc2N=C1c1ccccc1 (stereo not given)	1
Cc1ccc(N2CC(NC(=O)c3cccs3)CC2=O)cc1 (stereo not given)	-1
Cc1ccc(NC(=O)C2CCN(c3cc(C)nc4c(-c5ccc(Cl)cc5)c(C)nn34)CC2)c(C)c1	1
CCCCCCCCCCCCCCc1ccc(-n2cnc(C(=O)OCC)c2N)cc1	2
CCOc1nc(NC(=O)NC(=O)c2cccc(C(F)(F)F)c2)nc(-c2ccccc2)n1	6
COc1ccc(C(=O)CSc2nnc(-c3sc4cc(OC)ccc4c3Cl)n2-c2ccccc2)cc1	5
Cc1noc(C)c1C(=O)Nc1ccc(I)cc1	-2
COc1cccc(CC2CN(Cc3cccn3-c3cccnc3)CCO2)c1 (stereo not given)	-1
Cc1ccc(OCc2nc(-c3ccc(C(=O)NCc4ccc(OC(C)C)cc4)cc3)oc2C)cc1	-6
CCn1ccnc1CNC(=O)c1cc(COc2ccc(OC)c3ccccc23)on1	-5
OC1CSc2nnc(-c3ccccc3Cl)n2C1 (stereo not given)	-13
Cc1ccc2c(c1)N(CC(=O)NCc1ccccc1Br)C(=O)c1cccnc1O2	3
O=C(Oc1ccc(OC(=O)c2ccco2)c(S(=O)(=O)c2ccc(Cl)cc2)c1)c1ccco1	0
N#CCN1c2cccc3cccc(c23)S1(=O)=O	8
N#Cc1c(N2CCCCC2)ncc2cc3ccccc3nc12	1
COc1ccc(N=C2C(=O)c3ccccc3C(=O)C2NS(=O)(=O)c2ccccc2)cc1 (stereo not given)	-4
COc1cccc(C(=O)Nc2nnc(Cc3ccc(OC)c(OC)c3)s2)c1	3
CCc1ccc(NC(=O)c2nn(-c3ccc(OC)cc3)c(=O)c3c2c2ccccc2n3C)cc1	-8
COc1ccc(C(=O)c2cn(CC(=O)Nc3ccc4c(c3)OCO4)c3ccc(OC)cc3c2=O)cc1	3
Cc1ccc(C(=O)N2CCN(Cc3cccc(F)c3)CC2)s1	6
CC(=O)NS(=O)(=O)c1ccc(NC(=S)NC(=O)C(C)C)cc1	-1
Cc1ccccc1C(=O)NCc1ccncc1	5
CCCn1cc(S(=O)(=O)c2ccccc2)c(=O)c2cc(F)c(N3CCCC(C)C3)cc21 (stereo not given)	4
COc1cc(-c2cc(OC)c3c(C)oc(C)c3c(=O)c2)ccc1OC(=O)c1ccc(C)cc1	3
COc1ccc(-c2nc(C)c(CCNC(=O)C(=O)Nc3ccccc3OC)s2)cc1	1
CC(C)c1noc(-c2ccc(OCC3(C)CCCNC3)nc2)n1 (stereo not given)	9
CC(C)c1ccc(-c2cc(C(F)(F)F)n3nc(C(=O)N4N=C(c5ccc(Cl)cc5)CC4c4ccccc4O)cc3n2)cc1 (stereo not given)	-2
CC(C)Nc1nc(NC(C)C)nc(OCC(Cl)(Cl)Cl)n1	2
Cc1nc(CNc2cc(C3CCCNC3)ncn2)nc2c1CCCC2 (stereo not given)	-1
CCS(=O)(=O)N1CCN(c2nc(-c3cccc(O)c3)cnc2N)CC1	2
Cc1nn2c(Cc3ccc(F)cc3)nnc2s1	4
COc1cc(C(c2c(C)n(C)n(-c3ccccc3)c2=O)c2c(C)n(C)n(-c3ccccc3)c2=O)cc(Cl)c1OCc1ccccc1	11
COc1cccc(-c2nc3ccc(C(=O)N(C)C(C)c4ccncn4)cc3o2)c1 (stereo not given)	-6
COc1cccc(OCC(=O)Nc2nc(-c3ccc(C)cc3C)cs2)c1	-9
Cc1ccnc(SCC(=O)Nc2oc(-c3ccccc3)c(-c3ccccc3)c2C#N)n1	3
CCc1nnc(SCC(=O)N(C)c2ccccc2)c2cc3sccc3n12	1
CCC(=O)Nc1ccc(C(=O)Nc2cccc(C(=O)NC(C)(C)C)c2)cc1	1
COc1ccc(OC)c(-c2cc(Cl)c3c(c2)CC(CNC(=O)[C@H]2C[C@@H]4C=C[C@H]2C4)O3)c1 (stereo not given in full)	8

This is a subset (hit frequency here may not be typical).
